Source: PubChem (National Center for Advancing Translational Sciences (NCATS))
D2 potentiator = positively modulates the human D2 dopamine receptor allosterically | P14416 | HEK293 T-REx D2, calcium flux, EC20 dopamine potentiation | potentiation, % at 10 µM | hit rate 0.34% among 340,000 | AID 485347;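 active = potentiation over 3 SD above the plate norm, cut at about 30% in these data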; also: 0% is about no effect
Target sequence (P14416 whole entry, looked up): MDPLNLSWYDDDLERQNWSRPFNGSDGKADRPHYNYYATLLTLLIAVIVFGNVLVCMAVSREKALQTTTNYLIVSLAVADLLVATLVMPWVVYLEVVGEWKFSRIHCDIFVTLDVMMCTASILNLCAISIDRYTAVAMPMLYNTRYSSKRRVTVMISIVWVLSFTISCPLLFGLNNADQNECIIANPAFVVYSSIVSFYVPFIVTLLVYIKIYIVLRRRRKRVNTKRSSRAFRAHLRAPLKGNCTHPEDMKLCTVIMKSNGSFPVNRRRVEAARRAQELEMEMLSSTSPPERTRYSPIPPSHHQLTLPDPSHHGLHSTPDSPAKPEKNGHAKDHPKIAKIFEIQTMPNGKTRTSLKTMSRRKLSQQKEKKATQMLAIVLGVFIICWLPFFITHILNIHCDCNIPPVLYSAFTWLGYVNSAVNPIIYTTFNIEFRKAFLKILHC
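Using a no-wash calcium dye in inducible, force-coupled HEK293 Trex cells expressing D2, we tracked fluorescence each second for 180 s after compound, then for 180 s after EC20 dopamine to detect augmented signalling.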
RXFP1 antag = antagonists of human relaxin receptor RXFP1. activity change, negative = inhibition, % at 57.5 µM. HEK293-RXFP1, relaxin-stimulated cAMP HTRF, 30 min; hits give low values. hit rate 0.59% among 350,000;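 active = activity change of -60% or lower, but not beyond a set lower limit; inconclusive = change between -60% and -40%, or beyond the set limit; inactive = change above -40%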; also: % is scaled to controls: 0 for no effect and ±100 for the full control effect
D2 agonist = agonists of human D2 dopamine receptor | P14416 | HEK293 T-REx D2 cells, calcium flux agonist mode | activation, % at 2 µM | hit rate 0.53% among 340,000 | AID 485358;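 active = activation over 3 SD above normal in the single-dose calcium agonist read, cut at about 30% in these data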; also: 0% is about no effect
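HEK293 Trex D2 cells, tetracycline-induced, o/n 30 C 5% CO2; no-wash Ca dye, RT 30–90 min; 10-cycle baseline, 23 nl cpd added, kinetic Ca read 180 s; agonist hits = positive Ca response.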
D2 antagonist = antagonists of human D2 dopamine receptor. HEK293 TREx D2 cells, calcium flux, dopamine EC80. P14416. AID 485344. hit rate 2% among 340,000. inhibition, % at 10 µM; in the data active = inhibition above about 30%; also: 0% is about no effect
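HEK293 T-REx D2 cells, tet-induced, calcium dye no-wash. Cpd pintool add, 180 s kinetic, then EC80 DA, 180 s kinetic. Ca flux read.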
TRHR agonist = activates the human TRH receptor; P34981; TRHR cells, calcium flux fluo-8, FDSS agonist mode; activation, % at 2 µM; hit rate 0.18% among 360,000; also: 0% is about no effect
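TRHR-expressing cells, plated overnight in medium with 10% serum, were loaded with fluo-8 calcium dye at room temperature. After a 10 s baseline, library compound was pin-added and calcium release was recorded kinetically (ex 480/em 530) as agonist response.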
D1 antag = antagonists of human D1 dopamine receptor. P21728. HEK293 TREx D1 cells, calcium flux, dopamine EC80; hits give low values. activity change, negative = inhibition, % at 10 µM. hit rate 3.2% among 360,000; in the data active = activity change below about -30%; also: % is scaled to controls: 0 for no effect and ±100 for the full control effect
Target sequence (P21728 whole entry, looked up): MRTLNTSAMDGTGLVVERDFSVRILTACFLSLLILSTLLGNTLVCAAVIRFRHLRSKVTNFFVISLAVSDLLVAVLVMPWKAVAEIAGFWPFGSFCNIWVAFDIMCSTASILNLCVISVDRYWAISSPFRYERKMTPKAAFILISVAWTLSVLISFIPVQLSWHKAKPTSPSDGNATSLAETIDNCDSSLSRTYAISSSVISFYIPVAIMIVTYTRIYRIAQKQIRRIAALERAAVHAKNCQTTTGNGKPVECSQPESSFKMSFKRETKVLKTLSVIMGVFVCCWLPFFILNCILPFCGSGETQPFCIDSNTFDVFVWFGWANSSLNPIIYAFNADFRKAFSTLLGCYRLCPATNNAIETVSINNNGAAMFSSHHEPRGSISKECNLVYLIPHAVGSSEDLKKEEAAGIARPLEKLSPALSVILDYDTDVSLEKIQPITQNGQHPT
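Cells carrying a force-coupled, tetracycline-inducible human D1 receptor report calcium flux. Each well gets a 10 s baseline, compound with 180 s monitoring, then an EC80 dopamine stimulus with a second 180 s kinetic read.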
D1 PAM = enhances dopamine response at the human D1 receptor | HEK293 TREx D1 cells, calcium flux, dopamine EC20 potentiation | potentiation, % at 10 µM | hit rate 0.036% among 360,000 | AID 504651; in the data active = potentiation above about 30%; also: 0% is about no effect
D1 ag = human D1 receptor agonism. P21728. hit rate 1% among 360,000. AID 504660. HEK293 T-REx D1 cells, calcium flux, agonist mode. activation, % at 2 µM; also: 0% is about no effect
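Tetracycline-induced HEK293 TREx D1 cells, force-coupled to calcium signalling, were dye-loaded with a no-wash calcium kit. Compound was pin-added after a 10 s baseline. Fluorescence was read kinetically at 1 cycle/s for 180 s, with calcium rises flagged as agonism.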
TRHR PAM = TRH receptor (human) allosteric enhancement; P34981; TRHR cells, fluo-8 calcium fluorescence, EC20 TRH enhancement; enhancement, % at 2 µM; hit rate 0.66% among 360,000; AID 493056; in the data active = enhancement above about 30%; also: 0% is about no effect
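Enhancer read-out: after compound pinning and an initial kinetic agonist-mode read, an EC20 of TRH (10 nM final) was injected and fluo-8 calcium signal (Ex 480/Em 530) followed at 1 s/cycle for 100 cycles in TRHR-expressing cells.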
Active calls of the source: *; ? = inconclusive; / = no result given. Rule as the data show it, unless noted: active = activation above about 30%; inactive = the rest.

SMILES	D2 potentiator	RXFP1 antag	D2 agonist	D2 antagonist	TRHR agonist	D1 antag	D1 PAM	D1 ag	TRHR PAM
COc1ccc(C(=O)Oc2ccc3ccc(=O)oc3c2)cc1OC	3.1	11.6	-0.2	3.5	-0.1	-5.9	-4.7	0.3	-4.5
COc1cccc(/C=N/NC(=O)c2ccc(-n3cnnn3)cc2)c1	-0.1	-1.7	-0.3	-11.0	0.2	-15.3	-0.3	4.2	6.8
O=C(CSc1ccc2nnc(-c3ccccn3)n2n1)Nc1ccc(F)cc1	-9.8	1.6	-0.7	-14.0	-0.2	-7.9	-5.8	1.7	5.4
Cc1nnc(NC(=O)C2CCN(S(=O)(=O)c3cc([N+](=O)[O-])ccc3Cl)CC2)o1	-4.9	-2.1	-0.6	14.2	0.2	29.6	4.3	1.9	4.6
CCCOC(=O)CSc1nnc(-c2ccccc2)o1	-8.1	/	-0.1	/	-0.2	3.4	-6.2	0.2	29.4
CCOc1ccc(NC(=O)C2CC(C)=C(C)CC2C(=O)O)cc1 (stereo not drawn)	1.8	-1.2	0.4	-26.8	-0.1	-14.8	-1.4	2.4	-6.2
COC(=O)c1[nH]c2ccc(Cl)cc2c1NC(=O)CCN1CCOCC1	-5.6	-9.4	1.1	9.1	0.1	-37.8*	-6.0	0.9	5.7
COc1cc(CC(=O)N(C)CC(=O)Nc2ccc(Cl)c(C(F)(F)F)c2)cc(OC)c1OC	-18.5	5.1	-0.4	27.0	-0.2	2.8	-9.3	4.1	7.7
COc1ccc(NC(=O)CCN2C(=O)C3C4C=CC(C4)C3C2=O)cc1 (stereo not drawn)	9.9	-7.1	-0.1	1.1	0.1	-3.3	2.9	1.7	2.3
N#CC(Nc1ccccc1)c1ccccc1OCc1ccccc1 (stereo not drawn)	-13.3	0.7	-0.8	-16.6	-0.6	-14.4	-2.2	-2.6	-3.0
COc1ccc(-n2nc3c(c2NC(=O)c2ccc4c(c2)OCO4)CS(=O)(=O)C3)cc1	20.2	0.8	0.4	-3.0	0.4	13.3	-3.0	3.3	-6.7
Cc1nc2cc(-c3cccc(F)c3)nn2c(C)c1CCC(=O)NC(C)CCc1ccco1 (stereo not drawn)	2.8	/	-1.2	-21.6	-0.2	-35.1*	/	5.2	4.0
O=C1Nc2ccccc2C1=Nc1ccc(Br)cc1	0.8	5.4	9.9	-1.8	-2.1	17.0	-2.6	1.1	-0.9
CCc1ccc(Cn2c(CNS(=O)(=O)c3ccc([N+](=O)[O-])cc3)nc3cccnc32)cc1	9.0	-25.2	-0.3	/	-0.2	-2.5	-3.5	4.6	-2.2
CN1C(=O)c2cccc3c(S(=O)(=O)NCc4ccco4)ccc1c23	/	1.6	0.0	-0.1	-0.6	-4.5	-3.6	-1.6	-3.2
COc1ccc(-c2[nH]ncc2CN2CCN(c3ccccn3)CC2)c(OC)c1	-22.2	0.4	69.2*	57.4*	0.4	1.9	-2.9	2.3	-2.0
C/C=C/C(=O)OCC(=O)Nc1cccc(S(=O)(=O)NC2=NCCCCC2)c1	-2.1	5.8	2.9	-5.9	0.1	0.2	-1.4	2.3	-0.1
COc1cc(/C=N/NC(=O)c2ccoc2C)ccc1O	-5.6	4.0	-0.6	-5.7	0.5	5.4	-1.1	0.6	-5.5
COc1ccc(C2NC(=O)N(C)C3=C2C(=O)N(c2ccc(F)cc2)C3)cc1 (stereo not drawn)	2.3	-6.2	0.0	/	1.0	7.4	0.6	2.3	-5.8
O=C(O)[C@H](CSCc1ccccc1)NS(=O)(=O)c1ccc(F)cc1	8.6	-7.6	-0.2	4.0	-0.2	5.1	-2.7	4.0	2.2
Cc1ccc(NS(=O)(=O)c2ccc3c(c2)OCCCO3)cc1S(=O)(=O)N1CCOCC1	10.8	6.7	0.7	-8.3	0.8	-34.5*	-8.0	1.9	0.3
O=C1NC2(CCCC2)C(=O)N1CCS(=O)(=O)Oc1ccccc1	/	-6.5	/	/	0.2	22.5	-4.6	3.5	0.6
COCC(C)NC(=O)c1ccc2nc(-c3ccccc3)c(-c3ccccc3)nc2c1 (stereo not drawn)	13.5	-8.9	-0.9	-10.9	1.0	10.2	-1.3	2.3	9.7
N#Cc1c(N)nc2c(c1-c1ccccc1)CCCC2	11.0	-5.5	-0.8	6.5	-0.4	0.1	1.9	1.5	3.5
Oc1ccc(N=Nc2ccccc2-c2nn[nH]n2)c(O)c1	4.0	11.1	-3.2	10.3	-1.4	-9.4	-0.3	1.2	3.1
O=[N+]([O-])c1ccc(NCCOc2ccccc2Cl)nc1	6.1	4.5	0.2	-15.9	-1.0	-7.1	-3.8	1.5	-8.0
COC(=O)c1ccc(CS(=O)(=O)c2ccc(F)cc2)o1	-10.3	0.3	0.6	10.2	1.2	-2.8	-10.2	0.2	-0.9
Cc1cc(C)c(S(=O)(=O)N2CCCCCC2)cc1Br	16.1	?	1.2	-4.4	1.4	33.6	13.5	3.6	-3.6
C/C(=N\Nc1c(F)c(F)c(Br)c(F)c1F)c1ccncc1	9.5	-13.1	-0.2	1.0	0.4	-16.3	-11.3	0.3	-2.1
COC(=O)c1sccc1NC(=O)Nc1cc(C)ccc1C	-4.1	-4.9	-0.1	12.6	-0.2	/	-3.7	-2.0	-1.1
Cc1ccc(/C=C/S(=O)(=O)N2CCC(C(=O)O)CC2)cc1	-3.8	-3.7	0.7	7.9	0.3	2.4	0.9	1.8	-0.2
Cc1cc(C)nc(NS(=O)(=O)c2ccc(N3C(=O)C4CC=C(Cl)CC4C3=O)cc2)n1 (stereo not drawn)	-8.6	1.7	-0.1	11.4	-0.6	-1.4	1.5	0.1	-10.1
CC(c1ccccc1)n1cc(C(=O)NCC2COc3ccccc3O2)nn1 (stereo not drawn)	-22.7	4.8	1.7	19.1	-0.2	36.4	-6.0	3.9	-3.3
CC(=O)Nc1ccc(S(=O)(=O)N2CCN(C(=O)N3CCCC3)CC2)cc1	0.0	4.7	0.9	-1.9	0.7	-13.0	-2.0	2.8	8.7
COc1ccc(NC2=C(C(C)=O)C(c3ccc(N(C)C)cc3)C(C(C)=O)C(C)(O)C2)cc1 (stereo not drawn)	1.4	-14.4	-0.4	-1.4	0.0	5.6	2.5	-2.5	-0.1
O=C(Nc1cc(F)ccc1F)C1CCN(S(=O)(=O)c2cccc3nonc23)CC1	1.9	-9.7	0.5	-4.3	-0.7	-7.7	-8.8	6.4	1.8
CCOC(=O)c1nc(-c2ccc(OC)c(OC)c2)cnc1C#N	2.5	-4.6	2.0	6.8	0.1	2.5	-2.5	0.8	-1.0
COc1cccc(OC)c1-c1nnc(-c2cn(C)c3ccccc23)o1	3.4	-15.1	0.0	-5.3	-1.0	-4.8	-3.4	1.1	-9.8
CC(C)NC(=O)NS(=O)(=O)c1cnccc1NC1CC2CCC1C2 (stereo not drawn)	17.3	-4.6	1.0	-17.9	0.4	-13.3	-2.1	1.7	-0.5
COc1ccc(Nc2oc(-c3ccc(F)cc3)nc2C#N)cc1	1.6	-6.7	-0.6	2.6	-0.2	-10.3	-3.7	2.0	0.5
CCN(c1ccc(NC(=O)CSc2nnc3nc(C)cc(C)n23)cc1)C(C)C	4.6	-10.1	-1.1	6.9	-0.1	-13.4	-1.8	-0.2	1.5
CCCCCCOC(=O)Nc1ccc(S(=O)(=O)Nc2cccc([N+](=O)[O-])c2)cc1	5.5	/	-0.3	11.3	-0.2	-1.0	-2.9	2.1	2.5
O=C(O)c1ccc(OS(=O)(=O)c2ccc(Cl)s2)c(Cl)c1	-1.3	0.3	1.0	-6.1	0.1	2.2	-6.0	0.8	1.0
O=C1C=CC(=C(c2ccc(O)cc2)c2ccc(O)cc2)C=C1	6.8	-6.0	-0.7	-17.0	-0.1	6.1	4.8	3.1	-1.8
CCn1c(COc2ccc(=O)n(-c3ccccc3)n2)nnc1SCc1cccc(OC)c1	-1.6	-8.1	-0.1	15.4	-0.4	5.7	-0.5	3.1	-0.6
Cc1ccc2c(c1)CCCN2CC(=O)Nc1cc(S(=O)(=O)N2CCCC2)ccc1Cl	-22.1	6.2	-0.2	-5.5	0.0	-5.7	-3.2	1.9	2.0
Cc1cc(Cl)ccc1OCC(=O)OCC(=O)N(CC(C)C)c1c(N)n(Cc2ccccc2)c(=O)[nH]c1=O	/	-8.2	/	/	1.3	19.1	-8.2	7.4	-3.5
O=C(COC(=O)c1n[nH]c2ccccc12)NC(=O)NC1CCCCC1	6.4	-18.6	1.7	13.6	0.6	34.3	-6.2	7.7	2.2
CCCSc1nc2c(c(=O)[nH]c(=O)n2C)n1CCc1ccccc1	-4.1	-8.4	-0.4	-2.2	0.0	24.5	2.2	2.1	-3.9
Cc1ccccc1C(=O)NCC(=O)OC(C)C(=O)Nc1cccc(S(=O)(=O)N2CCOCC2)c1 (stereo not drawn)	-1.5	-3.8	0.4	-10.9	-1.3	-19.0	-5.5	-1.0	11.2
NS(=O)(=O)c1ccc(Cl)cc1[N+](=O)[O-]	20.5	5.3	1.0	1.5	0.6	4.9	-2.2	2.4	11.6
CC1Cc2ccccc2N1C(=O)CSc1nnc(N)s1 (stereo not drawn)	6.4	-2.2	1.3	-15.7	-0.4	-15.3	-7.0	0.5	2.5
CCc1nc(N)c(C#N)c(-c2ccco2)c1C	16.8	/	-0.2	7.2	-1.5	-17.9	-7.1	0.5	6.3

Structural class, the entries above containing fluorine (9)
SMILES	D2 potentiator	RXFP1 antag	D2 agonist	D2 antagonist	TRHR agonist	D1 antag	D1 PAM	D1 ag	TRHR PAM
O=C(CSc1ccc2nnc(-c3ccccn3)n2n1)Nc1ccc(F)cc1	-9.8	1.6	-0.7	-14.0	-0.2	-7.9	-5.8	1.7	5.4
COc1cc(CC(=O)N(C)CC(=O)Nc2ccc(Cl)c(C(F)(F)F)c2)cc(OC)c1OC	-18.5	5.1	-0.4	27.0	-0.2	2.8	-9.3	4.1	7.7
Cc1nc2cc(-c3cccc(F)c3)nn2c(C)c1CCC(=O)NC(C)CCc1ccco1 (stereo not drawn)	2.8	/	-1.2	-21.6	-0.2	-35.1*	/	5.2	4.0
COc1ccc(C2NC(=O)N(C)C3=C2C(=O)N(c2ccc(F)cc2)C3)cc1 (stereo not drawn)	2.3	-6.2	0.0	/	1.0	7.4	0.6	2.3	-5.8
O=C(O)[C@H](CSCc1ccccc1)NS(=O)(=O)c1ccc(F)cc1	8.6	-7.6	-0.2	4.0	-0.2	5.1	-2.7	4.0	2.2
COC(=O)c1ccc(CS(=O)(=O)c2ccc(F)cc2)o1	-10.3	0.3	0.6	10.2	1.2	-2.8	-10.2	0.2	-0.9
C/C(=N\Nc1c(F)c(F)c(Br)c(F)c1F)c1ccncc1	9.5	-13.1	-0.2	1.0	0.4	-16.3	-11.3	0.3	-2.1
O=C(Nc1cc(F)ccc1F)C1CCN(S(=O)(=O)c2cccc3nonc23)CC1	1.9	-9.7	0.5	-4.3	-0.7	-7.7	-8.8	6.4	1.8
COc1ccc(Nc2oc(-c3ccc(F)cc3)nc2C#N)cc1	1.6	-6.7	-0.6	2.6	-0.2	-10.3	-3.7	2.0	0.5
